GFP derepression = qHTS Assay for Epigenetic Modulators; mouse C127i GFP locus derepression, cytometry, 30 h; Potency, µM (doses to about 46.1 µM), for the others: top-dose GFP derepression (activation); 0.09% of 68,000 active; AID 597, 2007; note: % of control where 0% means no effect
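Murine C127i mammary cells carrying a silenced, stably integrated CMV-driven GFP reporter were treated with compound for 30 hours at 37 C. After PBS washes, GFP-positive cells were counted by laser-scanning microplate cytometry.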
A350 autofl = qHTS Assay for Spectroscopic Profiling in A350 Spectral Region. Compound autofluorescence, 340/450 nm, Alexa 350 dye-equivalents; hits give high values. max dye-equivalent concentration, M. AID 590, 2007. 11% of 59,000 active; in the data active = max dye-equivalent concentration above about 10 nM; inconclusive = mostly about 1.1 nM to 9.6 nM
UbGFP stabilizer = Ubiquitin-GFP Assay | Ubiquitin-GFP reporter cells, proteasome inhibition, GFP fluorescence; response scale: untreated = 0%, 10 µM MG-132 = 100% | Potency, µM (doses to about 45.9 µM), without a hit: top-dose activation (GFP accumulation), usual class: activators | 67,000 tested, under 10 active | AID 526, 2006; active = well fitted activation curve with a large enough effect, not every such curve was filed as active; inconclusive = small, poorly fitted or top-dose-only effect, or another doubt; inactive = no such curve, though single readings can be large or run the other way; note: potency is the fitted concentration of half-maximal effect
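U2OS cells stably expressing ubiquitin(G76V)-GFP, seeded overnight in 0.5% FBS medium, were exposed to compounds (qHTS, 46 uM to 2.9 nM) for 4 hr at 37 °C. GFP-positive cells were counted by laser cytometry (488 ex/515 em), normalized between basal and 10 uM MG-132.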
ERK AVP inh = qHTS Assay for Inhibitors of the ERK Signaling Pathway using a Homogeneous Screening Assay. HEK293-V1b, vasopressin-stimulated pERK AlphaScreen. Potency, µM (doses to about 57.5 µM), inactives show at the top dose activity, negative = inhibition, usual class: inhibitors. 0.99% of 72,000 active; note: potency is the fitted concentration of half-maximal effect; % is set by controls: 0 for no effect and ±100 for the full control effect; nearly all actives have a fitted effect of over 55% in size
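HEK293 cells stably expressing V1b receptor, seeded overnight in 1% FBS, were treated with compounds for 30 min at 37C, then stimulated 5 min with 25 nM vasopressin; phospho-ERK read by AlphaScreen SureFire after lysis.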
4MU fluor = qHTS Assay for Spectroscopic Profiling in 4-MU Spectral Region; 11% of 59,000 active; max dye-equivalent concentration, M; compound autofluorescence, 340/450 nm, 4-MU equivalents; hits give high values; in the data active = max dye-equivalent concentration above about 10 nM; inconclusive = mostly about 1.1 nM to 9.6 nM
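Intrinsic fluorescence at 340/450 nm (ex/em) was read after 15 min at room temperature in pH 8.0, 100 mM Tris. Each compound concentration expressed as 4-MU-equivalent concentration from a six-point 4-MU standard series on each plate.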
Hsp90 Hop PPI = qHTS Assay for Disrupters of an Hsp90 Co-Chaperone Interaction. AlphaScreen TPR2A-His6 binding biotin-Hsp90 C-terminal peptide. 0.44% of 71,000 active. Hsp90 C-terminal peptide / TPR2A (Hop) interaction, human. Potency, µM (top dose mostly 57 µM), for inactives: at the top dose activity change, negative = inhibition; active = well fitted curve in either direction with a large enough effect; inconclusive = small, poorly fitted or top-dose-only effect, or another doubt; note: potency is the fitted concentration of half-maximal effect; % is set by controls: 0 for no effect and ±100 for the full control effect; many of its hits are not listed in these tables
HBB splice mod = qHTS Assay for Modulators of Hemoglobin Beta Chain Splicing | HBB splicing reporter cell assay, activation; EGFP reporter with mutant IVS2-654 intron; response scale: normalised to 500 nM splice-correcting PNA | Potency, µM (doses to about 46.1 µM), without a hit: at the highest dose activation, actives largely listed as activators | 0.06% of 65,000 active | AID 925, 2007; note: potency is the fitted concentration of half-maximal effect; 0% is about no effect
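HeLa cells stably expressing EGFP interrupted by mutant beta-globin intron 2 (IVS2-654), 500/well in 2% FCS. Treated with compound for 2 days at 37C. Splicing correction scored as total well GFP intensity (488 nm excitation, 500-520 nm emission); 500 nM antisense PNA served as control.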
Texas Red fluor = qHTS Assay for Spectroscopic Profiling in Texas Red Spectral Region; Compound fluorescence, Texas Red channel, 547/618 nm; hits give high values; max dye-equivalent concentration, M; 0.06% of 59,000 active; AID 587, 2007; in the data active = max dye-equivalent concentration above about 10 nM; inconclusive = between about 1.1 nM and that limit
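Compound fluorescence was read after 15 min at room temperature in 100 mM Tris, pH 8.0, using 547 nm excitation and 618 nm emission across a concentration series. It was expressed as Texas Red dye-equivalent concentration from an on-plate standard curve.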
CRE-bla Fsk = Cell signaling CRE-BLA (Fsk stim) | CHO CRE-bla reporter (cAMP response element driving beta-lactamase), forskolin EC10, beta-lactamase ratio | Potency, µM (highest dose often 38.2 µM), without a hit: at the top dose activity change, negative = inhibition, most hits filed as activators | 2.5% of 71,000 active | AID 662, 2007; active = well fitted activation curve with a large enough effect in the signal ratio, with a control signal flat, not every such curve was filed as active; inconclusive = small, poorly fitted or top-dose-only effect, or effect the other way, or a change in a side signal; the % refers to the signal ratio; note: potency is the fitted concentration of half-maximal effect; % of control where 0% means no effect
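CRE-bla CHO cells stimulated with EC10 NKH 477 (water-soluble forskolin) and compound titrations, 3 h at 37C; beta-lactamase read with CCF4 after 2 h at room temperature. Activity from 460/530 nm emission ratio, AC50 values for positive or negative modulation.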
Fluorescein fluor = qHTS Assay for Spectroscopic Profiling in Fluorescein Spectral Region; 0.91% of 59,000 active; Compound autofluorescence, 480/540 nm, fluorescein-equivalent; hits give high values; AID 593, 2007; max fluorescein-equivalent concentration, M; in the data active = max fluorescein-equivalent concentration above about 10 nM; inconclusive = between about 1.1 nM and that limit
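Library compounds, added at multiple concentrations to pH 8.0 Tris buffer (100 mM), incubate 15 min at room temperature before CCD imaging at 480 nm excitation and 540 nm emission.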
FLuc inh = qHTS Assay for Inhibitors of Firefly Luciferase; Luciferin 4-monooxygenase (Photinus pyralis), P08659; purified firefly luciferase, luminescence, 8 min; Potency, µM (highest dose often 57.1 µM), without a hit: top-dose activity change, negative = inhibition, most hits filed as inhibitors; 2.2% of 72,000 active; AID 411, 2009; note: potency is the fitted concentration of half-maximal effect; % is set by controls: 0 for no effect and ±100 for the full control effect; nearly all actives have a fitted effect of over 40% in size
Target sequence (P08659 whole entry, looked up): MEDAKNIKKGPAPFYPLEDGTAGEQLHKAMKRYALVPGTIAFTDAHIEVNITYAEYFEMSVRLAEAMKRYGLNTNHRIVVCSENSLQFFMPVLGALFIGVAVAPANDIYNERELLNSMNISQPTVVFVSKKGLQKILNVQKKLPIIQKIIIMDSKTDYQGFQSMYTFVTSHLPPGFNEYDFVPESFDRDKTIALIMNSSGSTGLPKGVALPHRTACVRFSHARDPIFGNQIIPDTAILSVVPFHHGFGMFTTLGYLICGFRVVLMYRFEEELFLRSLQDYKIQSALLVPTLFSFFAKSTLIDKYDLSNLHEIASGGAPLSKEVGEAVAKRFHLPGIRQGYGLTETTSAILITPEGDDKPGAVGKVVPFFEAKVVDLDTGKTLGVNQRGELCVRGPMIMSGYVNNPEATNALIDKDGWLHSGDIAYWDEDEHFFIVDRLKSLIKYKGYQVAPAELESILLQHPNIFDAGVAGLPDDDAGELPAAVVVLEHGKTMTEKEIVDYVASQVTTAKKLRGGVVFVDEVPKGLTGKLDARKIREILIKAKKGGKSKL
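Firefly luciferase (PKLight detection mix) with 10 uM ATP in pH 7.2 imidazole buffer (KCl, MgCl2, Tween 20, BSA). Compounds tested across a concentration series (qHTS). Luminescence read after 8 min at ambient temperature.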
The depositor's hits bear a star; [ ] = dose if it differs, or a comment. Unless noted, calls come from the whole dose curve; as a rule, active = well fitted curve in the direction sought with a large enough effect; inconclusive = small, poorly fitted or top-dose-only effect, or another doubt; inactive = no such curve, though single readings can be large; an effect the other way counts as inactive or inconclusive.

What do the screens show for `CCN1C(=O)C=CC1=O`?
GFP derepression: 0%; A350 autofl: inactive; UbGFP stabilizer: -3%; ERK AVP inh: -11%; 4MU fluor: inactive; Hsp90 Hop PPI: 1%; HBB splice mod: 1.7%; Texas Red fluor: inconclusive; CRE-bla Fsk: 4%; Fluorescein fluor: inactive; FLuc inh: -14%

What do the screens show for `COc1ccc(N2CCN(c3nc4c(c(=O)n(C)c(=O)n4C)n3Cc3ccccc3)CC2)cc1`?
GFP derepression: 0%; A350 autofl: inactive; UbGFP stabilizer: -3%; ERK AVP inh: inconclusive; 4MU fluor: inactive; Hsp90 Hop PPI: inconclusive; HBB splice mod: -1.1%[57.5 µM]; Texas Red fluor: inconclusive; CRE-bla Fsk: inconclusive; Fluorescein fluor: inconclusive; FLuc inh: 1%

Results for COc1ccc(C(=O)Nc2ccc(-c3ccc(C)o3)cc2)cc1S(=O)(=O)N1CCOCC1 ?
GFP derepression: 2%; A350 autofl: inconclusive; UbGFP stabilizer: 7%; ERK AVP inh: 2µM*; 4MU fluor: 1.2e-08M*; Hsp90 Hop PPI: -13%; HBB splice mod: 10%[1.84 µM]; Texas Red fluor: inconclusive; CRE-bla Fsk: inconclusive; Fluorescein fluor: inconclusive; FLuc inh: -12%

Results for CC(C)CC(OC(=O)c1cccs1)C(=O)NCc1cccs1 (stereo unspecified) ?
GFP derepression: 0%; A350 autofl: inactive; UbGFP stabilizer: 3%; ERK AVP inh: -13%; 4MU fluor: inactive; Hsp90 Hop PPI: 5%; HBB splice mod: 0.0%; Texas Red fluor: inactive; CRE-bla Fsk: 6%; Fluorescein fluor: inactive; FLuc inh: 1%

How did CCNc1ncc2nc(-c3ccc(OC)cc3)c(=O)n(C[C@H]3CCCO3)c2n1 do in these assays?
GFP derepression: -3%[9.22 µM]; A350 autofl: 1e-07M*; UbGFP stabilizer: -4%; ERK AVP inh: -9%; 4MU fluor: 1e-07M*; Hsp90 Hop PPI: -6%; HBB splice mod: 0.6%; Texas Red fluor: inactive; CRE-bla Fsk: inconclusive; Fluorescein fluor: inconclusive; FLuc inh: 1%[11.4 µM]

Results for CCOC(=O)c1oc2cccc(OC(C)=O)c2c1C ?
GFP derepression: -1%; A350 autofl: inactive; UbGFP stabilizer: 13%; ERK AVP inh: -18%; 4MU fluor: inactive; Hsp90 Hop PPI: 5%; HBB splice mod: 0.3%; Texas Red fluor: inconclusive; CRE-bla Fsk: 18%; Fluorescein fluor: inactive; FLuc inh: 2%

What do the screens show for `N=C(N)S[C@H]1c2ccccc2-c2cc([N+](=O)[O-])ccc21`?
GFP derepression: -1%[9.22 µM]; A350 autofl: 1.4e-08M*; UbGFP stabilizer: 3%[9.17 µM]; ERK AVP inh: -7%[11.5 µM]; 4MU fluor: 1.2e-08M*; Hsp90 Hop PPI: -17%[11 µM]; HBB splice mod: 3.0%[9.22 µM]; Texas Red fluor: inactive; CRE-bla Fsk: 0%[7.6 µM]; Fluorescein fluor: inactive; FLuc inh: 0%[11.4 µM]

How did COC(=O)c1ccccc1NC(=O)CN1CCN(C(=O)c2ccco2)CC1 do in these assays?
GFP derepression: -2%; A350 autofl: inactive; UbGFP stabilizer: -1%; ERK AVP inh: -18%; 4MU fluor: inactive; Hsp90 Hop PPI: 0%; HBB splice mod: 0.3%; Texas Red fluor: inactive; CRE-bla Fsk: inconclusive; Fluorescein fluor: inconclusive; FLuc inh: 2%

How did CCOC(=O)N1CCN(CC(=O)N2c3ccccc3CC2C)CC1 (stereo unspecified) do in these assays?
GFP derepression: -3%; A350 autofl: inactive; UbGFP stabilizer: -1%; ERK AVP inh: -2%; 4MU fluor: inactive; Hsp90 Hop PPI: -6%; HBB splice mod: 0.5%; Texas Red fluor: inactive; CRE-bla Fsk: -8%; Fluorescein fluor: inactive; FLuc inh: 1%

Results for CCN1CCN(c2cc(C)c3cc(NC(=O)Cc4ccc(OC)c(OC)c4)ccc3n2)CC1 ?
GFP derepression: -3%; UbGFP stabilizer: -3%; ERK AVP inh: inconclusive; Hsp90 Hop PPI: -1%; HBB splice mod: -0.3%; CRE-bla Fsk: -1%; FLuc inh: -2%

Results for O=C(C1CCC1)N1CCc2cc(S(=O)(=O)NCc3cccnc3)ccc21 ?
GFP derepression: -1%; A350 autofl: inactive; UbGFP stabilizer: -9%; ERK AVP inh: inconclusive; 4MU fluor: inactive; Hsp90 Hop PPI: -3%; HBB splice mod: -1.7%; Texas Red fluor: inactive; CRE-bla Fsk: inconclusive; Fluorescein fluor: inactive; FLuc inh: 0%

What do the screens show for `CC(=O)NC1(c2ccccc2)CCN(c2nc(C)cc(C)n2)CC1`?
GFP derepression: -2%; A350 autofl: inconclusive; UbGFP stabilizer: 13%; ERK AVP inh: 5%; 4MU fluor: inactive; Hsp90 Hop PPI: -1%; HBB splice mod: 0.4%[57.5 µM]; Texas Red fluor: inactive; CRE-bla Fsk: 6%; Fluorescein fluor: inconclusive; FLuc inh: -1%

What do the screens show for `O=C(Nc1ccccc1C(=O)N1CCCCCC1)c1cccc(S(=O)(=O)N2CCOCC2)c1`?
GFP derepression: 0%; A350 autofl: inactive; UbGFP stabilizer: -6%; ERK AVP inh: -3%; 4MU fluor: inactive; Hsp90 Hop PPI: 1%; HBB splice mod: -1.4%; Texas Red fluor: inactive; CRE-bla Fsk: inconclusive; Fluorescein fluor: inconclusive; FLuc inh: 3%

Results for CCCCCOC(=O)c1[nH]c2c(c1C)C(=O)C(C(=O)OC)C(C)C2 (stereo unspecified) ?
GFP derepression: 0%; A350 autofl: inactive; UbGFP stabilizer: -18%; ERK AVP inh: 21%; 4MU fluor: inactive; Hsp90 Hop PPI: -2%; HBB splice mod: -0.2%; Texas Red fluor: inactive; CRE-bla Fsk: inconclusive; Fluorescein fluor: inconclusive; FLuc inh: inconclusive

How did CC(=O)Cc1nsc(NC(=O)c2ccccc2)n1 do in these assays?
GFP derepression: 2%; A350 autofl: inactive; UbGFP stabilizer: 7%; ERK AVP inh: -3%; 4MU fluor: inactive; Hsp90 Hop PPI: -2%; HBB splice mod: -0.8%; Texas Red fluor: inactive; CRE-bla Fsk: 8%; Fluorescein fluor: inconclusive; FLuc inh: -5%

How did CCOC(=O)c1ccccc1NC(=O)c1c(F)c(F)c(F)c(F)c1F do in these assays?
GFP derepression: 0%; A350 autofl: inactive; UbGFP stabilizer: -15%; ERK AVP inh: -12%; 4MU fluor: inactive; Hsp90 Hop PPI: 16%; HBB splice mod: -0.7%; Texas Red fluor: inactive; CRE-bla Fsk: inconclusive; Fluorescein fluor: inactive; FLuc inh: 1%

Results for CCOC(=O)CCc1c(C)nc2cc(-c3ccc(Cl)cc3)[nH]n2c1=O ?
GFP derepression: -2%; A350 autofl: inactive; UbGFP stabilizer: -2%; ERK AVP inh: -12%; 4MU fluor: inactive; Hsp90 Hop PPI: 0%; HBB splice mod: 0.3%[57.5 µM]; Texas Red fluor: inactive; CRE-bla Fsk: 11%; Fluorescein fluor: inactive; FLuc inh: -17%

What do the screens show for `Cc1ccc(S(=O)(=O)N2CCN(C)CC2)cc1-c1nnc2c3ccccc3c(C)nn12`?
GFP derepression: 0%; A350 autofl: inactive; UbGFP stabilizer: -4%; ERK AVP inh: inconclusive; 4MU fluor: inactive; Hsp90 Hop PPI: -1%; HBB splice mod: 2.1%[57.5 µM]; Texas Red fluor: inactive; CRE-bla Fsk: inconclusive; Fluorescein fluor: inconclusive; FLuc inh: 1%

How did COc1ccc(-c2nnc3ccc(SCC(=O)N4CCN(c5ccccc5)CC4)nn23)cc1 do in these assays?
GFP derepression: 0%; A350 autofl: 1.7e-08M*; UbGFP stabilizer: -9%; ERK AVP inh: 2%; 4MU fluor: 1.3e-08M*; Hsp90 Hop PPI: 1%; HBB splice mod: 0.2%; Texas Red fluor: inactive; CRE-bla Fsk: 7%; Fluorescein fluor: inactive; FLuc inh: 1%

Pulled one by one from above (two):
What do the screens show for `COc1ccc(N2CCN(c3nc4c(c(=O)n(C)c(=O)n4C)n3Cc3ccccc3)CC2)cc1`?
GFP derepression: 0%; A350 autofl: inactive; UbGFP stabilizer: -3%; ERK AVP inh: inconclusive; 4MU fluor: inactive; Hsp90 Hop PPI: inconclusive; HBB splice mod: -1.1%[57.5 µM]; Texas Red fluor: inconclusive; CRE-bla Fsk: inconclusive; Fluorescein fluor: inconclusive; FLuc inh: 1%

Results for CCN1CCN(c2cc(C)c3cc(NC(=O)Cc4ccc(OC)c(OC)c4)ccc3n2)CC1 ?
GFP derepression: -3%; UbGFP stabilizer: -3%; ERK AVP inh: inconclusive; Hsp90 Hop PPI: -1%; HBB splice mod: -0.3%; CRE-bla Fsk: -1%; FLuc inh: -2%

Screening data (PubChem)

Only part of the results is shown; the hit share may differ from the screen's.
